# From PubChem BioAssay
# M1 PAM parental = nonselective activator or artifact in parental CHO-K1 calcium assay; ATP EC20, Fluo-8 calcium fluorescence; 0% at ATP EC20, 100% at ATP max; activation, % at 3 µM; 0.02% of 360,000 active;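 active = activation above the run cutoff, the mean activation of all test compounds plus 3 SD, cut at about 40% in these data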;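 note: peak over basal fluorescence ratio in a 140 s read after ATP addition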
# CHO-K1 Ca antag = M1 antagonist counterscreen hit in parental CHO-K1 cells. ATP-induced calcium, Fluo-8 fluorescence. inhibition, % at 3 µM. 0.6% of 360,000 active. AID 602250;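 active = inhibition above a per-plate cutoff, the plate's mean sample inhibition plus 3 SD, cut at about 24% in these data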;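 note: 0% = DMSO plus EC80 ATP and 100% = DMSO alone without ATP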
# TAAR1 ag = agonists of human TAAR1; AID 624467; activation, % at 3 µM; 0.99% of 360,000 active; CHO RD-HGA16 TAAR1, Fluo-8 calcium fluorescence; vehicle wells 0%, saturating PEA agonist 100%;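 active = activation above the mean activation of all test compounds in the run plus 3 SD, cut at about 38% in these data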
#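 Signal – calcium-sensitive Fluo-8 signal, excitation 470-495, emission 515-575 nm · System – RD-HGA16 (CHO) cells co-expressing Gα16 and hTAAR1 · Incubation – 17-24 h seeding, 75 min 37 °C dye, 30 min RT · Compound dosing – 3 µM single concentration · Repeats – no replicates (n 1)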
# CHRM1 agonist = activates human CHRM1 receptor; CHO-K1 hM1, Fluo-8 calcium fluorescence, agonist mode; 0% DMSO, 100% acetylcholine EC100; activation, % at 3 µM; 0.33% of 360,000 active; AID 588814;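 active = activation above the run's mean compound activation plus 3 SD, cut at about 16% in these data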;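 note: peak over basal fluorescence ratio within a 140 s kinetic read after compound addition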
# Target sequence (P11229 whole entry, looked up): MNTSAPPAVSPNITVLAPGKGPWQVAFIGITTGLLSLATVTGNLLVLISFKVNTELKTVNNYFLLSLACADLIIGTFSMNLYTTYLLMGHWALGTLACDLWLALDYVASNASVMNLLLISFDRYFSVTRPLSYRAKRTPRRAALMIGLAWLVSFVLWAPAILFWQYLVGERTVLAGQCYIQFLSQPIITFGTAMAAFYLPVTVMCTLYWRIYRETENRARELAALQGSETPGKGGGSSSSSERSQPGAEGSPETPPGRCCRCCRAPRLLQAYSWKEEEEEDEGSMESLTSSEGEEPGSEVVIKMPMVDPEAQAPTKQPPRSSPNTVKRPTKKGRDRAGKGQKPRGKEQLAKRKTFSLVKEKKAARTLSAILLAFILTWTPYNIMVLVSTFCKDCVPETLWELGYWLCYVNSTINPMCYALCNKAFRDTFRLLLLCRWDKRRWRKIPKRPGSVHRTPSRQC
# V1R ag counter = activates human V1a receptor in oxytocin agonist counter-screen; P37288; CHO-V1R cells, Fluo-8 calcium fluorescence, agonist mode; 0% DMSO, 100% 3 nM vasopressin; activation, % at 3 µM; 0.25% of 320,000 active;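 active = activation above the mean activation of all tested compounds plus 3 SD, per screening run, cut at about 20% in these data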;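 note: signal is peak over basal fluorescence ratio across a 100 second FLIPR read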
# M1 ag parental = M1 agonist counterscreen hit in parental CHO-K1 cells | Fluo-8 calcium fluorescence; scaled to maximal ATP response, vehicle zero | activation, % at 3 µM | 0.48% of 360,000 active; in the data active = activation above about 15%;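 note: untransfected CHO-K1 host cells lacking M1 receptor as counterscreen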
# CHO parental Ca = signal in parental CHO cells, OX1R antagonist counter-screen | parental CHO-K1, ATP-induced calcium, Fluo-8 fluorescence | inhibition, % at 5.6 µM | 0.63% of 330,000 active;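 active = inhibition above that plate's mean sample inhibition plus 3 SD, cut at about 26% in these data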;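 note: 0% = ATP-challenged DMSO wells and 100% = DMSO wells without ATP; some compounds past the cut are filed as inactive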
#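 Test system: untransfected parental CHO cell line. Compound: one dose, 5.6 µM nominal. Detection: intracellular calcium via Fluo-8 no-wash fluorescent dye. Measure: % inhibition. Benchmarks: ATP-challenged DMSO wells low, unchallenged DMSO wells high.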
# TAAR1 antag = antagonists of human TAAR1; Q96RJ0; inhibition, % at 3 µM; CHO RD-HGA16 TAAR1, Fluo-8 calcium fluorescence, antagonist; 1.5% of 360,000 active; AID 624466;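 active = inhibition above a per-plate cutoff, the mean inhibition of test compounds on that plate plus 3 SD, cut at about 49% in these data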;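 note: 0% = DMSO plus EC80 beta-PEA response and 100% = DMSO alone without agonist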
#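 System: RD-HGA16 CHO cells with stable hTAAR1 and Gα16 | Probe or stimulus: EC80 β-phenethylamine stimulus | Dosing: 3 µM, single point | Times: Dye loading 75 min at 37 °C, then 30 min room temperature | Measured by: Fluo-8 calcium-sensitive fluorescence | Read-out basis: % inhibition of agonist calcium response | Replicates: n of 1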
# OXTR potentiator = human OXTR potentiation; CHO-OTR cells, Fluo-8 calcium fluorescence, potentiator mode; 0% = oxytocin EC15, 100% = EC100; P30559; 0.061% of 320,000 active; AID 2445; activation, % at 3 µM;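 active = activation above that plate's cutoff, the mean activation of tested compounds plus 3 SD, cut at about 6.6% in these data, passing the limit was not always enough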;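 note: 100% uses oxytocin at 75 nM as the full agonist control; some results filed as inactive read as strong as hits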
# Target sequence (P30559 whole entry, looked up): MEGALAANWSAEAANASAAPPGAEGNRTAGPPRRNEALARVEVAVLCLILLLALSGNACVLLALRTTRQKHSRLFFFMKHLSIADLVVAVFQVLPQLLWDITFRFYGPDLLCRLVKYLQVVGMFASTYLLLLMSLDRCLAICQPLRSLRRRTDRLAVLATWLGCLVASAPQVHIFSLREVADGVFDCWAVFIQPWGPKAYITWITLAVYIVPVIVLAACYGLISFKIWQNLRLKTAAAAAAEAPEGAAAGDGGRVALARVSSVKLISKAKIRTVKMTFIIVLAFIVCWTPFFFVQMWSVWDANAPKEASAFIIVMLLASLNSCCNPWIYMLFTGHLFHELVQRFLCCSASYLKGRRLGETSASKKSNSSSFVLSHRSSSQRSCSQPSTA
#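 assay system = CHO-OTR cells, human receptor | schedule = compound 6 min at room temperature before oxytocin, 100 s read | detection = Fluo-8 intracellular calcium fluorescence, ex 470-495, em 515-575 nm | evaluation = normalized max/min fluorescence ratio, % activation | control set = EC15 oxytocin alone as 0%, 75 nM oxytocin (EC100) as 100%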
# An asterisk follows results filed as active; / = no result given.
SMILES,M1 PAM parental,CHO-K1 Ca antag,TAAR1 ag,CHRM1 agonist,V1R ag counter,M1 ag parental,CHO parental Ca,TAAR1 antag,OXTR potentiator
O=C(C1=C(O)C(=O)N(c2ccccc2)C1c1ccc([N+](=O)[O-])cc1)c1cccs1 (configuration not stated),9,1,1,-2,0.0,0.6,-17,-26,3
O=C(NCc1cccs1)c1ccc2c(c1)OCCO2,6,-5,5,-5,1.0,0.0,-4,-14,-8
O=C(OC(C(=O)NCc1ccc2c(c1)OCO2)c1ccncc1)c1ccc(Cl)nc1 (configuration not stated),-9,-14,4,-6,-0.5,0.2,-14,-12,0
O=C(NCCc1ccco1)C(=O)NCC1CCCN1S(=O)(=O)c1ccccc1 (configuration not stated),-4,5,12,-2,-0.5,3.8,-28,43,-4
O=C(Nc1ccccc1-c1nnn(CC(=O)N2CCOCC2)n1)c1ccc(F)cc1,-13,20,2,-2,-0.1,1.7,-8,22,-10
COc1ccc(C)cc1S(=O)(=O)Nc1cc2c3c(c1)CCN3C(=O)CC2,17,-5,2,-4,0.7,1.6,-14,-17,0
COc1ccc(C(=O)OCC(=O)c2ccc3c(c2)NC(=O)CO3)cc1[N+](=O)[O-],1,-3,6,-1,5.8,1.5,-19,3,-8
COCCN(C(=O)COC(=O)/C(=C/c1ccccc1)NC(C)=O)c1c(N)n(Cc2ccccc2)c(=O)[nH]c1=O,-23,13,4,-2,/,0.1,/,-28,/
O=C(COc1ccc(Br)cc1CNC1CCCC1)Nc1ccccc1,12,-12,21,-5,4.6,4.7,-6,0,-18
CCCn1c(N)c(N(CCOC)C(=O)CSc2ccccc2)c(=O)[nH]c1=O,-1,-10,1,0,0.8,1.5,-4,-21,-3
Cc1ncc([N+](=O)[O-])n1CCOC(=O)c1ccc(Br)cc1,-4,2,0,-10,1.4,1.0,-5,11,-2
CCC(CC)C(=O)Nc1c2c(nn1-c1ccc(OC)cc1)CS(=O)C2 (configuration not stated),18,0,2,-2,-1.2,0.6,-11,-6,-1
COc1ccc(NC(=O)CN2CCOCC2)cc1S(=O)(=O)N1CCCCC1,-6,-13,4,-3,-0.2,0.4,-15,-6,-3
CCc1ccccc1NC(=O)CSc1nnc([C@@H](N)Cc2ccccc2)o1,17,-6,14,-4,-0.5,0.3,-18,-4,-1
Cc1cc(C)n2nc(C(=O)N3CCN(Cc4ccc5c(c4)OCO5)CC3)nc2n1,-10,-9,2,-3,1.8,0.6,-8,-34,-1

# The list goes on (6 carried over from the part before).
SMILES,M1 PAM parental,CHO-K1 Ca antag,TAAR1 ag,CHRM1 agonist,V1R ag counter,M1 ag parental,CHO parental Ca,TAAR1 antag,OXTR potentiator
CCCn1c(N)c(N(CCOC)C(=O)CSc2ccccc2)c(=O)[nH]c1=O,-1,-10,1,0,0.8,1.5,-4,-21,-3
Cc1ncc([N+](=O)[O-])n1CCOC(=O)c1ccc(Br)cc1,-4,2,0,-10,1.4,1.0,-5,11,-2
CCC(CC)C(=O)Nc1c2c(nn1-c1ccc(OC)cc1)CS(=O)C2 (configuration not stated),18,0,2,-2,-1.2,0.6,-11,-6,-1
COc1ccc(NC(=O)CN2CCOCC2)cc1S(=O)(=O)N1CCCCC1,-6,-13,4,-3,-0.2,0.4,-15,-6,-3
CCc1ccccc1NC(=O)CSc1nnc([C@@H](N)Cc2ccccc2)o1,17,-6,14,-4,-0.5,0.3,-18,-4,-1
Cc1cc(C)n2nc(C(=O)N3CCN(Cc4ccc5c(c4)OCO5)CC3)nc2n1,-10,-9,2,-3,1.8,0.6,-8,-34,-1
CN1CCN(c2ccc(NC(=O)C(C)(c3ccccc3)c3ccccc3)cc2)CC1,10,-11,18,-1,3.3,3.2,-11,-7,-11
CC1CCC/C(=N\NC(=O)COc2ccc(Cl)cc2Cl)C1 (configuration not stated),4,-34,2,4,-0.1,-0.1,-10,2,-2
COc1cc2c(cc1OC)-c1cc(Nc3ccc4c(c3)OCCO4)nc(=O)n1CC2,12,-11,7,-5,-1.1,0.8,-13,10,-11
Nc1cc(C(=O)OCC(=O)N2CCCC2)ccc1Cl,6,-2,10,-3,0.9,0.1,-6,-3,-3
Cc1cc(=O)[nH]c(SCC(=O)N2CCc3ccccc3C2)n1,-15,6,77*,-4,0.7,0.0,-13,56*,0
CCCCCCCCCCCCN1[C@@H](CC(C)=O)c2cc(F)ccc2S1(=O)=O,13,-14,4,-4,0.3,0.6,-17,5,-12
COc1ccc(S(=O)(=O)N2CCCc3ccccc32)cc1[N+](=O)[O-],10,-11,0,-9,0.0,2.5,-14,-17,-18
CCOC(=O)c1cc(NC(=O)CC(C)(C)CC(=O)O)ccc1N1CCCCC1,25,-17,-2,-6,-0.4,0.4,-3,-17,-2
Cc1noc(C)c1S(=O)(=O)N1CCC(C(=O)NCCc2ccc(S(N)(=O)=O)cc2)CC1,8,-8,2,-4,0.7,0.5,4,6,-4
CCc1nc2ccc(C(=O)N(C)CC(=O)Nc3ccccc3C(F)(F)F)cc2nc1CC,4,-10,6,-1,-0.4,1.6,-37,15,4
O=C(CC(Cc1ccccc1)C(=O)O)Nc1cccc(C(F)(F)F)c1 (configuration not stated),-3,15,2,-6,0.7,-0.5,-1,5,-3
Cc1ccc(C(=O)N/C(=C\c2ccco2)C(=O)NCCCN2CCOCC2)cc1C,-25,6,1,-4,1.2,0.3,11,-6,0
O=c1c2c(-c3cccs3)csc2ncn1/N=C/c1ccccn1,15,-5,0,-5,-0.5,0.6,-4,-4,4
CCOC(=O)CN1N=C(/C=C/c2ccc(C(C)C)cc2)CCC1=O,17,-12,0,-9,0.6,1.7,-8,0,-1
COc1ccc(-n2nc(C(=O)NCC3CCCO3)c3ccccc3c2=O)cc1 (configuration not stated),-18,14,1,-3,-0.6,0.2,-11,-10,-9

# Overlap with the part before: 2 entries, followed by the next part.
SMILES,M1 PAM parental,CHO-K1 Ca antag,TAAR1 ag,CHRM1 agonist,V1R ag counter,M1 ag parental,CHO parental Ca,TAAR1 antag,OXTR potentiator
CCOC(=O)CN1N=C(/C=C/c2ccc(C(C)C)cc2)CCC1=O,17,-12,0,-9,0.6,1.7,-8,0,-1
COc1ccc(-n2nc(C(=O)NCC3CCCO3)c3ccccc3c2=O)cc1 (configuration not stated),-18,14,1,-3,-0.6,0.2,-11,-10,-9
CC(C)(C)S(=O)(=O)N1Cc2cc(=O)n(Cc3ccccc3)c(CCO)c2[C@@H]1CCO,-5,2,1,0,/,0.3,/,-2,/
C=CCOc1ccc(C2C3=C(CCCC3=O)N(CC(=O)O)C3=C2C(=O)CCC3)cc1OCC,16,-10,1,1,0.1,-0.1,-8,-8,-4
Cc1cccc(N2CCN(CC(O)COc3ccccc3Cl)CC2)c1 (configuration not stated),-8,-7,0,10,2.1,2.1,-22,-21,-16
CC(C)(C)Cc1nnc(NS(=O)(=O)c2ccc([N+](=O)[O-])cc2)s1,5,-16,2,-2,2.2,0.4,-6,-3,-7
O=C(Nc1ccc(Cl)cn1)c1cccc(OCc2ccccc2)c1,-9,-12,4,-3,-0.1,-0.6,-21,9,-19
O=S(=O)(Nc1nc2ccccc2nc1NCc1ccco1)c1ccc(Cl)cc1,6,0,0,2,8.2,4.6,-16,0,-19
COc1ccc(OC)c(CNc2ccc3c(c2)nc(C)n3C)c1,13,-3,1,-8,-0.8,1.9,-25,0,-5
COc1ccccc1NC(=O)C1=C(C)Nc2nnnn2C1c1ccccn1 (configuration not stated),3,-10,2,-2,0.3,0.1,3,11,-10
CC(=O)N1N=C(c2ccncc2)OC12CCCC2,16,1,-1,-3,0.7,-0.3,-6,-3,7
Cc1ccc(S(=O)(=O)N2CCN(C(=O)c3cccs3)CC2)c(C)c1,16,-5,2,-2,2.0,7.1,4,21,-4
O=C(N/N=C/c1ccc2c(c1)OCO2)c1cccnc1,-2,-11,0,-2,0.6,0.3,-3,-4,-10
O=S(=O)(c1ccc(Cl)cc1)N1CCN(c2ccccn2)CC1,16,-13,4,-3,1.4,1.7,-13,-10,-4
COc1cc(C(c2c(O)nc(SC)[nH]c2=O)c2c(O)nc(SC)[nH]c2=O)cc(OC)c1OC,17,-10,-1,-3,1.0,3.2,6,-2,-3
NC(Cc1ccccc1)c1csc(NC(=O)Nc2ccccc2Oc2ccccc2)n1 (configuration not stated),-7,-3,12,12,/,0.8,/,22,/
COCCN(C(=O)COC(=O)/C=C/c1cccs1)c1c(N)n(Cc2ccccc2)c(=O)[nH]c1=O,-14,8,2,0,0.3,0.4,-2,-1,1
Cc1cc2nc(C(C)(C)C)c(Cc3ccccc3C(F)(F)F)n2c(C)c1Br,12,0,11,/,/,0.8,/,-18,/
O=C(CN1CCN(c2ccccn2)CC1)Nc1ccc2ccccc2c1,10,-10,3,-3,1.7,1.2,-1,6,-4
Cc1ccc(S(=O)(=O)c2cc3ccccc3oc2=O)cc1,30,-15,0,-7,0.9,0.1,-10,0,2

# Random excerpt: 2 entries already listed
SMILES,M1 PAM parental,CHO-K1 Ca antag,TAAR1 ag,CHRM1 agonist,V1R ag counter,M1 ag parental,CHO parental Ca,TAAR1 antag,OXTR potentiator
CCc1nc2ccc(C(=O)N(C)CC(=O)Nc3ccccc3C(F)(F)F)cc2nc1CC,4,-10,6,-1,-0.4,1.6,-37,15,4
O=C(CC(Cc1ccccc1)C(=O)O)Nc1cccc(C(F)(F)F)c1 (configuration not stated),-3,15,2,-6,0.7,-0.5,-1,5,-3
